dFosB act – mouse delta FosB homodimer activation; P13346; purified delta FosB, TAMRA-CDK5 oligo fluorescence polarization; percent of positive-control signal above neutral wells; activation, % at 25 µM; actives 0.99% (n = 340,000);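 active means mean activation above about 17%, with every replicate also reaching it, limit read from the data, passing the limit was not always enough; inconclusive means only one of the two conditions met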;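 further: fluorescence polarization rise as delta FosB binds a TAMRA Cdk5 AP-1 oligo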
Target sequence (P13346 whole entry, looked up): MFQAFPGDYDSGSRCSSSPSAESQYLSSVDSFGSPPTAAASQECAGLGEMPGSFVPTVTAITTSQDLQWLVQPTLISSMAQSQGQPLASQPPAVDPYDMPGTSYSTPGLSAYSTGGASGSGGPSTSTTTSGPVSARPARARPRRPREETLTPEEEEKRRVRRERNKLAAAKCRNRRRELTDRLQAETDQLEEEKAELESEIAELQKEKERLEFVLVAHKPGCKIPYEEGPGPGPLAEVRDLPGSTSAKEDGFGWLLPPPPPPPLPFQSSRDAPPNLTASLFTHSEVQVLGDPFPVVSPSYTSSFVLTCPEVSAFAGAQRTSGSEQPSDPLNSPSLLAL
PfHsp90 set2 – growth inhibition of yeast expressing Plasmodium Hsp90 | S. cerevisiae expressing PfHsp90, BacTiter-Glo ATP, 48 h; yeast lacking PDR1 and PDR3 efflux regulators | inhibition, % at 9.4 µM | actives 0.32% (n = 310,000) | AID 504621;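 active means every replicate shows inhibition above about 80%, whatever the replicate mean, limit read from the data; inconclusive means mean inhibition reaches the set limit but some replicate falls short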;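 further: 0% = DMSO neutral controls and 100% = 20 µM radicicol positive controls; yeast relying on Plasmodium falciparum Hsp90 in place of its own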
Cardiac RTF inh – cardiac RTF calcium desensitization; actives 0.12% (n = 340,000); inhibition, % at 7.15 µM; AID 493244; P19429+P45379; IANBD-labeled cardiac RTF, Ca2+ fluorescence;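 active means inhibition above the mean inhibition of all tested compounds plus 3 SD, cut at about 17% in these data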;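 further: assay run at fixed EC70 calcium of 1.6 mM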
NSD2 inh – blocks human histone methyltransferase NSD2; NSD2 peptide methylation, AlphaScreen, 120 min; inhibition, % at 12.5 µM; actives 0.54% (n = 310,000); AID 743445; in the data active means inhibition above about 50%
Mot1-301 SUMO – inhibitors of SUMOylation pathway: yeast Mot1-301 growth rescue | actives 1% (n = 320,000) | S. cerevisiae Mot1-301 growth rescue, ATP luminescence, 38.5C; percent above DMSO median, 100 means doubled | growth rescue, % at 18.8 µM | AID 2716;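 active means every valid replicate shows activation above 250% relative to neutral control wells; inactive means the rest, any valid replicate at or below 250%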;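 further: OY570 slx delta 5 strain wells were the positive control but not used for scaling; some compounds called inactive have numbers as strong as hits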
Keap1-Nrf2 PPI – inhibitors of human Keap1-Nrf2 protein-protein interaction | Q14145 | Keap1 Kelch-Nrf2 peptide fluorescence polarization, 1536-well | inhibition, % at 9.4 µM | actives 0.15% (n = 340,000) | AID 504523; in the data active means inhibition above about 12%; inconclusive means no clear call, values can overlap the other calls; inactive means below about 7.3%;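 further: human Keap1 Kelch domain with fluorescein labeled Nrf2 9mer peptide probe; 0% = neutral control wells and 100% = peptide positive control; higher means more block of Keap1 binding to Nrf2 peptide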
CDK5 inh – CDK5/p35 (human) kinase inhibition; inhibition, % at 10 µM; Recombinant CDK5/p35, ADP-Glo luminescence, 60 min; AID 488839; actives 0.01% (n = 330,000); Q00535+Q15078;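 active means highest replicate inhibition of at least 50% and at least 75% of replicates reaching 50%; inconclusive means only one of the two criteria met; inactive means both criteria failed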;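 further: plate controls were DMSO neutral control for no effect and GW8510 at 10 µM for full effect; many of its hits are not listed in these tables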
LANA DNA inh – blocks KSHV LANA C-terminal domain binding to DNA. MBP-C-LANA/FAM-LBS DNA binding, fluorescence polarization. inhibition, % at 9 µM. actives 0.078% (n = 340,000). AID 504423;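 active means highest replicate inhibition at or above 60% at 9 µM, even if other replicates fall short; inactive means all replicates below 60% inhibition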;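 further: 0% = neutral control wells and 100% = 4 µM acridine orange control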
PvdQ inh – blocks Pseudomonas aeruginosa PvdQ acylase activity. actives 0.063% (n = 340,000). inhibition, % at 10 µM. AID 488965. purified PvdQ acylase, fluorescence plate reader; in the data active means inhibition above about 30%, passing the limit was not always enough; inconclusive means no clear call, values can overlap the other calls;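 further: 0% = vehicle neutral wells and 100% = reference inhibitor wells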
RTF Ca sens act – increases calcium sensitivity of human cardiac regulated thin filaments; AID 493008; actives 0.24% (n = 340,000); P19429+P45379; activation, % at 7.2 µM; IANBD-labeled TnC RTF fluorescence at EC20 calcium; 0% EC20 calcium, 100% full calcium;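 active means activation above the mean over all tested compounds plus 3 SD, cut at about 30% in these data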;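 further: rise in fluorescence read as greater calcium sensitivity of cardiac thin filaments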
Rtt109 Vps75 – inhibitors of Candida albicans Rtt109/Vps75 histone acetyltransferase | purified Rtt109/Vps75, ThioGlo CoA-SH fluorescence, 4 h | Q5AAJ8 | inhibition, % at 34.9 µM | actives 0.16% (n = 330,000);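 active means inhibition of at least 50% in every replicate; inconclusive means best replicate reaches 50% inhibition but some replicates fall short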
Target sequence (Q5AAJ8 whole entry, looked up): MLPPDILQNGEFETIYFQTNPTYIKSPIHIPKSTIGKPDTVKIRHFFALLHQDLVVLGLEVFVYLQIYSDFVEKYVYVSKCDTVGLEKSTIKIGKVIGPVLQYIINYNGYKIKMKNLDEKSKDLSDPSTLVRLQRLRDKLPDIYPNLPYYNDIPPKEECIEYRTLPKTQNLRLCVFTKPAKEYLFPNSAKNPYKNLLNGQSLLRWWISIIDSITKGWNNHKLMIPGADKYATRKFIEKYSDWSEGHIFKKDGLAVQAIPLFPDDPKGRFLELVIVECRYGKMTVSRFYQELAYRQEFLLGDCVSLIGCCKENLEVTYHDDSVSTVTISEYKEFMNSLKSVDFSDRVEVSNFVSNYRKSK
* = called active by the depositor; ? = inconclusive; nt = not tested or not shown.

SMILES,dFosB act,PfHsp90 set2,Cardiac RTF inh,NSD2 inh,Mot1-301 SUMO,Keap1-Nrf2 PPI,CDK5 inh,LANA DNA inh,PvdQ inh,RTF Ca sens act,Rtt109 Vps75
COc1ccccc1NC(=O)C(=O)NCC1CCCN1S(=O)(=O)c1cccs1 (configuration not stated),-5,-11,5,-1,-1,-4,-1.5,-0.4,-9,8,0
COc1ccc(-c2noc(CN3CCN(c4ccccc4)CC3)n2)cc1,8,30,-1,nt,-28,-9,1.4,1.3,-9,1,-27
COc1cc(/C=C/C(=O)OCC(=O)Nc2cccc(Oc3ccccc3)c2)ccc1O,-4,6,5,25,19,-3,-4.8,-0.5,-26,2,-2
COc1ccc(CNC(=O)C2CCN(S(=O)(=O)N3CCC4(CC3)OCCO4)CC2)c(OC)c1,-4,-14,-16,0,-2,1,0.0,1.0,-9,0,8
CN(Cc1ccccc1F)C(=O)c1sccc1-c1ccccc1,-2,-24,-2,-3,-22,1,-0.6,0.1,-15,-2,-7
CC1(C)Cc2c(cnn2-c2ccccc2)C(NC(=O)c2ccc[n+]([O-])c2)C1 (configuration not stated),-5,6,-11,-1,17,-6,-3.5,0.6,-21,1,0
CC1(C)CC(NS(=O)(=O)c2ccc(F)cc2)CC(C)(C)N1,2,-1,-3,1,191,-7,0.6,4.0,-20,-2,-6
CC[C@@H](C)C(NC(=O)OC(C)(C)C)c1cn([C@@H](CCCCNC(=O)OC(C)(C)C)C(=O)N2CCN(C(=O)OC(C)(C)C)CC2)nn1 (some centres not stated),-4,7,8,nt,-20,-6,-4.2,0.4,-19,1,-7
CCCCN1C(N)=NC[C@@H]1CC1CCCCC1,?,-13,-1,nt,-13,0,-1.9,-1.9,-6,-5,16
O=C(c1ccccc1)N1CCN(Cc2ccccc2Br)CC1,-2,-9,-9,5,-6,1,0.1,-0.6,-11,8,1
Cc1[nH]n(-c2ccccc2)c(=O)c1-c1ccccc1,0,-26,-4,4,0,0,-0.8,0.1,-11,0,-2
CCC(C)Sc1nnc(NC(=O)c2ccco2)s1 (configuration not stated),6,-3,-3,-1,11,1,0.4,-3.3,-16,-3,-8
Cc1ccc(N(CCC(=O)NC(C)(C)C)S(=O)(=O)c2ccc(C)cc2)cc1,-9,6,1,-1,-12,-1,0.2,-0.6,-18,-2,-1
CCOC(=O)c1c(NC(=O)CCl)sc(C(=O)N(CC)CC)c1C,-6,9,-11,-4,-6,-3,-3.5,0.2,-14,-8,1
CC(C)C(NS(=O)(=O)c1cccc2nsnc12)C(=O)Nc1nccs1 (configuration not stated),5,-36,-3,-5,-7,2,0.1,-0.7,-9,2,-10
COc1ccc(-c2nnc(N)s2)cc1,-3,4,-6,-1,6,4,0.8,0.7,-1,-3,7
Cc1nc2nc3c(cn2n1)C(=O)CC(C)(C)C3,-3,nt,-12,nt,nt,-4,0.3,0.4,-9,1,-5
COc1ccc(/C=N/N=C2\SC(CC(=O)O)C(=O)N2c2ccccc2)cc1 (configuration not stated),1,6,-1,-2,27,1,-0.8,-1.3,5,-2,7
Cc1ccc2c(c1)CCCN2C(=O)c1ccc2c(c1)OCO2,0,2,-9,-3,6,6,0.9,-1.4,10,-3,3
CN(C)CCCN(C(=O)c1ccc(Br)s1)c1nc2cc3c(cc2s1)OCCO3,24*,nt,-14,2,-6,-5,0.6,-1.3,-11,-1,19
COc1ccccc1OCc1ccc(C(=O)NN)o1,-4,9,4,-1,2,-4,-0.4,0.6,0,-4,20
CC(C)(C)OC(=O)C(Cc1ccc(OC(C)(C)C)cc1)NC(=O)CNC(=O)CNC(=O)OCc1ccccc1 (configuration not stated),-11,2,-6,-1,8,-1,1.9,-5.4,3,-9,21
Cc1ccc(C(=O)CN(CCCC(N)=O)C(=O)c2ccncc2)cc1,5,18,-5,nt,-2,-3,-0.7,5.7,-14,13,-4
CCCN(Cc1nnc(-c2cccs2)o1)C(=O)CN1C(=O)NC2(CCCCC2C)C1=O (configuration not stated),-9,-9,8,1,8,-3,1.8,0.6,12,0,3
COc1ccc(C2=Nc3ccc(C)cc3C(c3ccccc3)N2CC(=O)NN)cc1 (configuration not stated),-7,10,-10,2,-15,-8,1.2,-0.6,-15,5,nt
Cn1nnnc1SCC(=O)N1CCN(c2cccc(Cl)c2)CC1,2,-10,3,1,5,-5,-4.2,-0.6,-4,0,0
C=C(C)Cn1c(CCNC(=O)CCC)nc2ccccc21,-7,-22,-2,nt,14,0,-0.4,0.6,-6,0,-1
O=C(COC(=O)C1=NNC(=O)CC1)NCCc1ccccc1,-1,-33,-4,0,64,-5,-1.1,0.2,-16,-2,1
COc1ccc(NS(=O)(=O)c2cccc3cccnc23)cc1,-3,3,4,0,-9,-8,0.0,-0.1,7,6,3
C#CCSc1nnc(-c2cccc3ccccc23)o1,-16,nt,-4,-4,1,-6,-0.3,0.7,16,1,14

Next part.
smiles	dFosB act	PfHsp90 set2	Cardiac RTF inh	NSD2 inh	Mot1-301 SUMO	Keap1-Nrf2 PPI	CDK5 inh	LANA DNA inh	PvdQ inh	RTF Ca sens act	Rtt109 Vps75
Cc1ccc(-c2[nH]nc3c2C(C)C(C#N)=C(N)O3)cc1 (configuration not stated)	2	-7	4	-2	1	0	0.5	-0.3	5	3	-6
CCOC(=O)Nc1ccc(OCc2nnc3c4ccccc4c(C)nn23)cc1	-9	nt	-13	-10	6	1	-0.6	2.6	-14	0	-3
Cc1cc(C)c(OCC(=O)OCC(=O)N(C)C2CCS(=O)(=O)C2)c(C)c1 (configuration not stated)	-3	5	-5	0	28	-1	-0.8	2.1	-6	-3	-6
COc1ccc(Br)cc1C(=O)Nc1cccc(-c2nnc(-c3ccco3)o2)c1	-12	-12	2	1	331*	0	2.7	0.2	1	0	35
COc1ccc(NC(=O)c2cc(S(=O)(=O)N3CCCC3)c[nH]2)cc1	1	-15	-8	nt	-14	-4	-1.7	1.2	-10	2	4
COc1ccc2c(c1)c(C(=O)N/N=C/c1cn(C)c3ccccc13)c(C)n2C	0	-38	-13	4	-14	-3	0.2	0.3	-15	1	-6
COc1cc2c(cc1OC)CN(C(=O)c1ccc(OC)c(S(=O)(=O)N3CCOCC3)c1)CC2	3	7	-5	3	7	5	-1.2	1.1	-9	6	3
CN1C(=O)NC(c2ccccc2)(C(F)(F)F)S/C1=C(/C#N)c1nnc(N2CCOCC2)n1-c1ccccc1 (configuration not stated)	-8	5	-15	2	-8	-6	3.1	-3.6	-7	12	3
c1ccc(CCc2nc(-c3ccncc3)no2)cc1	2	-8	-9	0	34	2	-1.4	-1.1	-13	2	2
COC(=O)c1ccc(CNC(=O)COC(=O)/C=C/c2ccc(OC)c(OC)c2)cc1	9	-10	-2	17	23	-4	0.6	1.2	2	-3	16
CCn1c(=O)c2c(O)cc(=O)oc2c2ccccc21	6	nt	-8	0	18	-9	0.4	0.0	-6	-1	3
CC12CC(NC(=O)N1c1ccc(C(=O)N3CCN(c4ccc(F)cc4)CC3)cc1)c1ccccc1O2 (configuration not stated)	-22	-9	-4	7	-24	-6	-0.9	1.1	-6	3	10
CCCC(=O)NC(=S)Nc1cccc(Cl)c1N1CCCC1	-8	-51	-1	-3	3	-2	-0.8	1.0	-3	1	0
CCOC(=O)C1(CCc2ccccc2)CCN(Cc2ccc(O)cc2)CC1	-7	-20	2	-9	58	0	0.6	-3.1	0	-3	-5
Cc1cccc2cc(C#N)c(SCC(=O)N3CC(=O)Nc4ccccc43)nc12	-2	29	-9	2	1	-3	0.6	1.3	-12	-2	-6
CCOC(=O)N/N=C/c1ccc(N(CC)CC)cc1O	-9	-8	6	5	-27	0	-0.5	1.5	3	-1	-11
COc1cccc(C(=O)OCC(=O)NCC2CCCO2)c1 (configuration not stated)	3	-6	7	1	-2	0	0.2	0.8	0	0	-7
O=C(COc1ccc(/C=N/NC(=O)c2ccc(O)cc2)cc1)Nc1cccc([N+](=O)[O-])c1	?	-2	-6	nt	7	1	1.7	-1.2	3	0	-13
COc1ccc2cc(CN(CC3CCCO3)S(=O)(=O)c3ccccc3Cl)c(=O)[nH]c2c1 (configuration not stated)	-8	4	-10	7	187	0	0.7	-0.5	-9	5	-15
C=C1CCN(C(Cc2ccccc2)C(=O)OC)S(=O)(=O)c2ccc(F)cc21 (configuration not stated)	3	44	-1	nt	6	-5	-0.4	0.3	-8	-3	-7
CCN1CCN(S(=O)(=O)c2c[nH]c(C(=O)OC)c2)CC1	-1	-28	-6	nt	1	0	2.6	-2.1	-10	-4	-9

An excerpt from above in order of molar mass, falling:
smiles	dFosB act	PfHsp90 set2	Cardiac RTF inh	NSD2 inh	Mot1-301 SUMO	Keap1-Nrf2 PPI	CDK5 inh	LANA DNA inh	PvdQ inh	RTF Ca sens act	Rtt109 Vps75
COc1ccc2cc(CN(CC3CCCO3)S(=O)(=O)c3ccccc3Cl)c(=O)[nH]c2c1 (configuration not stated)	-8	4	-10	7	187	0	0.7	-0.5	-9	5	-15
C=C1CCN(C(Cc2ccccc2)C(=O)OC)S(=O)(=O)c2ccc(F)cc21 (configuration not stated)	3	44	-1	nt	6	-5	-0.4	0.3	-8	-3	-7
Cc1cccc2cc(C#N)c(SCC(=O)N3CC(=O)Nc4ccccc43)nc12	-2	29	-9	2	1	-3	0.6	1.3	-12	-2	-6
COc1cccc(C(=O)OCC(=O)NCC2CCCO2)c1 (configuration not stated)	3	-6	7	1	-2	0	0.2	0.8	0	0	-7
